Screens deposited in PubChem BioAssay by The Scripps Research Institute Molecular Screening Center.
ADAM10 inh: human ADAM10 inhibitors, primary screen, biochemical, QFRET, HTS; inhibition, % at 7 µM; recombinant ADAM10, EDANS/DABCYL FRET peptide cleavage, 3 h; Disintegrin and metalloproteinase domain-containing protein 10 (Homo sapiens), O14672; 0.62% of 370,000 active;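 active = inhibition above a per-campaign cutoff equal to the mean of compounds falling between control-based bounds plus 3 SD, cut at about 20% in these data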;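 also: 0% = DMSO wells while the 100% control is not disclosed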
Target sequence (O14672 214-748 limits assumed): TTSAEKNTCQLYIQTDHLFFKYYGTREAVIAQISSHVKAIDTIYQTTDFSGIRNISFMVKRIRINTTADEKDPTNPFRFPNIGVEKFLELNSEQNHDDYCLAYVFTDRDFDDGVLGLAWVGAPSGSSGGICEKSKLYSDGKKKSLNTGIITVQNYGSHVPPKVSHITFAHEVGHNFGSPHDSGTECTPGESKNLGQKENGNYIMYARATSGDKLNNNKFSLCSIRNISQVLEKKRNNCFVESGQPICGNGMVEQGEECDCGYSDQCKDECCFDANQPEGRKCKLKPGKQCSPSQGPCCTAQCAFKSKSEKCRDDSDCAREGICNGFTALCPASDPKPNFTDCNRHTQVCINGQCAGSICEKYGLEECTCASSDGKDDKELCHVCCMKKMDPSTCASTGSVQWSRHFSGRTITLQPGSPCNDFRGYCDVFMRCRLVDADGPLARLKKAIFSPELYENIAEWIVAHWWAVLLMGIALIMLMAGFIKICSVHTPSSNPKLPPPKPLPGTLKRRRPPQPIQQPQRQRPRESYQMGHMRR
ADAM17 inh: ADAM17 inhibitors, primary screen, biochemical, QFRET; inhibition, % at 6.95 µM; 0.83% of 370,000 active; Disintegrin and metalloproteinase domain-containing protein 17 (Homo sapiens), P78536; recombinant ADAM17, EDANS/DABCYL FRET peptide cleavage; AID 720648, 2013;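 active = inhibition above the mean of compounds lying between control limits plus 3 SD, set per campaign, cut at about 8.5% in these data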;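 also: 0% = DMSO-only wells as the low control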
TDP2 inh: human TDP2 enzyme inhibitors, primary screen, biochemical, epi absorbance, recombinant enzyme | AID 720702, 2013 | inhibition, % at 12.8 µM | Tyrosyl-DNA phosphodiesterase 2 (Homo sapiens), O95551 | T5PNP hydrolysis, p-nitrophenol absorbance 415 nm | 0.34% of 370,000 active;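 active = inhibition above the mean of all tested compounds plus 3 SD, set per campaign, cut at about 25% in these data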;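 also: 0% = DMSO with enzyme and 100% = buffer with substrate but no TDP2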
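Read-out basis: percent inhibition. System: recombinant human TDP2. Buffer or medium: Mg2+-containing Tris-HCl buffer, pH 7.5. Repeats: single replicate. Timing: reaction 2 h, 37 °C. Benchmarks: high control without enzyme, low control DMSO plus TDP2. Probe or stimulus: 5 mM T5PNP. Doses: 12.8 µM only. Measured by: epi absorbance of p-nitrophenol freed from T5PNP by hydrolysis.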
Tn7 DDE FP: inhibitors of Tn7 peptide binding to fibrin DD(E), primary screen, biochemical, fluorescence polarization, human fibrin, Tn7 probe. Fibrinogen beta chain (Homo sapiens), P02675. FP displacement of FITC-Tn7 peptide from fibrin DD(E); 0% = median of compound wells per plate. inhibition, % at 8.3 µM. 0.13% of 370,000 active;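 active = inhibition above the mean of compounds falling within the control limits plus 3 SD of them, cut at about 14% in these data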;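 also: 0% = plate median of compound wells and 100% = 10 µM Aha-Tn7 peptide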
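Assay system: Human clot-derived fibrin DD(E) complex | Buffer or medium: Tris/NaCl/CaCl2 buffer, pH 7.8 | Repeats: One replicate per compound | Benchmarks: Aha-Tn7 high control | Measure: % inhibition scaled between sample-field median and high-control FP | Schedule: 10 min plus 3 h, room temperature | Signal: Fluorescence polarization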
ASAP1 GAP inh: inhibitors of human ASAP1 ArfGAP activity, primary screen, biochemical, fluorescence polarization; ASAP1-stimulated ARF1 GTP hydrolysis, GDP FP detection; Arf-GAP with SH3 domain, ANK repeat and PH domain-containing protein 1 (Homo sapiens), …; 0.19% of 360,000 active; inhibition, % at 16.5 µM; in the data active = inhibition above about 25%;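 also: 0% = vehicle with enzyme and substrate and 100% = no enzyme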
SIAE primary: human SIAE inhibitors, primary screen, biochemical, fluorescence polarization, FP-Rh probe, 1536-well HTS; 0.69% of 370,000 active; Sialate O-acetylesterase (Homo sapiens), Q9HAT2; SIAE FP-Rh probe binding; inhibition, % at 9.66 µM;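 active = inhibition above a cutoff: mean of compounds within the control limits plus 3 SD of those, cut at about 17% in these data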;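 also: 0% = plate median of compound wells and 100% = probe without SIAE protein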
Target sequence (Q9HAT2 whole entry, looked up): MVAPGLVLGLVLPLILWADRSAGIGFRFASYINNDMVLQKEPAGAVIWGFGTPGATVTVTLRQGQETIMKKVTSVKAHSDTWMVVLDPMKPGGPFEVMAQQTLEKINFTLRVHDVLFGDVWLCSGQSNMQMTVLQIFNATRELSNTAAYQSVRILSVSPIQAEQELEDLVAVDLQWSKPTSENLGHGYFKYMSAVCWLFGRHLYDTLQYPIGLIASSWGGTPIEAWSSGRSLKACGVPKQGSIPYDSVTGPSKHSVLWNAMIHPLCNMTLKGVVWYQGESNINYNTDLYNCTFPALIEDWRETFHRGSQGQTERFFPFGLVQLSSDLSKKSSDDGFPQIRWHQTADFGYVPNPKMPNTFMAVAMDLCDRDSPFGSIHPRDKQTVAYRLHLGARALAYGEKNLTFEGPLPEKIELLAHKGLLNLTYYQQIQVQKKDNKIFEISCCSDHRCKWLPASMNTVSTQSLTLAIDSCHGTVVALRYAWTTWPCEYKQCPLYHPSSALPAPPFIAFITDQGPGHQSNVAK
PLCb3 inh: human PLC-beta3 inhibitors, primary screen, biochemical, fluorescence. 0.18% of 370,000 active. Purified PLC-beta3, fluorogenic substrate. 1-phosphatidylinositol 4,5-bisphosphate phosphodiesterase beta-3 (Homo sapiens), Q01970. inhibition, % at 12.2 µM; in the data active = inhibition above about 11%;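 also: 0% = median of compound wells on plate and 100% = full blocker control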
Tn6 DDE FP: inhibitors of Tn6 peptide binding to fibrin DD(E), primary screen, biochemical, fluorescence polarization, human fibrin, Tn6 probe | Fibrinogen beta chain (Homo sapiens), P02675 | Fibrin DD(E) TRITC-Tn6 fluorescence polarization displacement | inhibition, % at 8.3 µM | 0.21% of 370,000 active | AID 720509, 2013;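 active = inhibition above a per-campaign cutoff: mean of compounds within control limits plus 3 SD, cut at about 15% in these data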;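 also: 0% = median of all compound wells on the plate and 100% = blocking peptide control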
PLCg1 inh: PLC-gamma1 enzyme inhibitors, primary screen, biochemical, fluorescence, purified enzyme; 1-phosphatidylinositol 4,5-bisphosphate phosphodiesterase gamma-1 (Homo sapiens), P19174; fluorogenic substrate; inhibition, % at 12.2 µM; 0.84% of 370,000 active; AID 720700, 2013; in the data active = inhibition above about 9.5%
ARFGAP1 inhibitor: inhibitors of rat ARFGAP1 GAP activity, primary screen, biochemical, fluorescence polarization, GDP tracer. ADP-ribosylation factor GTPase-activating protein 1 (Rattus norvegicus), Q62848. Arfgap1-stimulated ARF1 GTP hydrolysis, GDP FP detection. inhibition, % at 16.5 µM. 0.26% of 360,000 active;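 active = inhibition above a per-plate limit, mean inhibition of low control wells plus 3 SD, cut at about 25% in these data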;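 also: 0% = DMSO wells with enzyme and 100% = wells lacking Arfgap1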
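Material: rat Arfgap1 GAP domain (His6, aa 1-136), purified enzyme. Also added: human ARF1(Δ1-17)-GTP substrate. Compound dosing: 16.5 µM single point, 1.26% DMSO. Timing: enzyme reaction 120 min at 25 °C after 20 min preincubation. Signal: GDP detection by fluorescence polarization. Read-out basis: percent inhibition of GAP-stimulated GDP formation, scaled between DMSO and no-Arfgap1 medians.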
An asterisk follows results filed as active; nt = not tested or not shown.

SMILES	ADAM10 inh	ADAM17 inh	TDP2 inh	Tn7 DDE FP	ASAP1 GAP inh	SIAE primary	PLCb3 inh	Tn6 DDE FP	PLCg1 inh	ARFGAP1 inhibitor
COc1cc(OC)cc(C(=O)Nc2ccccc2NC(C)=O)c1	1.1	-5.6	4.6	3.8	-11.2	2.9	1.9	5.2	1.1	5.2
COc1ccc(CNC(=O)C2C3C=CC4(CN(Cc5cccnc5)C(=O)C24)O3)cc1 (stereo not drawn)	-3.0	-6.7	6.3	3.0	4.8	-0.1	-7.1	-6.3	3.9	10.4
Cc1sc(NC(=O)CN2CCCC2)nc1-c1ccc2c(c1)CCN2C(=O)c1cccc(F)c1	6.2	-1.4	14.2	-0.2	6.1	2.4	-8.1	5.1	-0.4	-6.3
Cc1cccc(NC(=O)COc2cccc3c2CCNC3=O)c1	0.4	-2.9	17.4	0.2	-3.0	-1.9	1.0	1.9	2.5	-3.0
CCN(CCNC(=O)C1CCN(Cc2nc(-c3ccc(Cl)cc3)oc2C)CC1)c1ccccc1	6.9	4.0	2.4	-1.4	0.3	5.8	-0.3	8.3	5.2	12.0
CC(=O)Nc1cc(-c2cccc(N)c2)cn2c(-c3ccccc3)cnc12	-21.0	-2.7	5.2	1.1	-0.7	2.1	-32.0	-2.0	-22.1	2.7
COc1ccc(-c2nnc(SCC(=O)c3ccc[nH]3)n2-c2ccccc2)cc1	5.8	-2.4	-9.0	-3.9	-3.1	1.2	-3.1	-0.1	-4.1	9.4
CCOC(=O)c1c(-c2cccc([N+](=O)[O-])c2)csc1NC(=O)CCCOc1ccccc1OC	3.6	-2.8	4.9	7.7	6.3	-10.5	-1.9	3.4	0.6	-5.7
C[C@H](c1ccccc1)N1C[C@@H](COCc2ccccc2)Oc2cc(N3CCC[C@@H]3CO)ccc2S1(=O)=O	5.1	4.0	-6.2	11.7	-6.1	-4.0	-4.8	4.2	-1.1	-9.5
COc1ccc(NC(=S)N(CCc2c(C)[nH]c3ccc(C)cc23)Cc2cccnc2)cc1	-5.8	2.1	0.7	1.5	2.7	7.6	0.2	0.5	-1.1	-6.6
Cc1ccccc1NC(=O)Cc1nc(COC(=O)CCNS(=O)(=O)c2ccccc2)cs1	-6.2	2.2	4.4	0.4	13.4	-1.2	-5.2	1.3	-3.5	6.3
CCOc1ccc(-c2cc(CCCC(=O)NCCCOC)no2)cc1	1.8	-4.0	4.6	-2.1	1.8	-2.7	-2.2	1.4	5.3	1.5
COc1ccc(CCNC(=O)CN2C(=O)c3ccccc3S2(=O)=O)cc1OC	-9.4	-4.5	-1.7	6.6	0.6	-3.9	-6.6	9.0	-7.1	1.6
COc1ccc(CCC(C)N2CCOCC2)cc1 (stereo not drawn)	-5.5	-3.6	9.3	-3.2	0.4	-3.0	-2.1	3.6	0.9	-1.2
CC(C)c1ccc(OCCCN2CCC(C(O)(c3ccccc3)c3ccccc3)CC2)cc1	12.1	3.3	-4.0	-3.4	13.6	3.6	6.4	6.2	7.1	1.4
CCN(CC(=O)Nc1ccc2c(c1)OCCO2)C(=O)/C=C/c1cc(Br)ccc1OC	-8.4	-5.0	-2.3	-8.0	13.5	-9.4	-0.3	9.0	-2.0	19.0
O=C(Cn1ccc2cc(S(=O)(=O)N3CCCCC3)ccc21)NCc1ccccc1F	5.0	-0.5	-13.8	0.7	7.8	-6.5	3.2	-2.0	-0.1	-4.3
Cc1ccc(C(=O)NC2CC3CCCC(C2)N3C(=S)NCc2ccco2)cc1 (stereo not drawn)	-13.8	-2.8	-8.5	2.7	10.1	1.8	-2.7	0.8	-1.2	9.7
CCOc1ccc(NC(=O)CC(C)S(=O)(=O)c2ccc3c(c2)NC(=O)CO3)cc1 (stereo not drawn)	-12.9	0.5	-8.0	7.7	3.4	-2.7	-1.4	13.6	-1.8	5.4
CCCCN1CCN(C(=O)c2cn(C(C)c3ccccc3)nn2)CC1 (stereo not drawn)	2.8	-0.9	3.6	-2.3	nt	-3.0	0.7	-5.9	0.0	nt
COc1ccc(-c2c3c([nH]c(=S)c2C#N)CCC3)cc1	-14.3	-4.1	-5.8	-0.3	3.1	-7.7	-8.4	-5.1	-10.1	0.9
COC(=O)C(Cc1c[nH]c2ccccc12)NC(=O)c1cccs1 (stereo not drawn)	-2.5	-2.0	3.1	-3.4	13.9	0.8	-7.4	4.3	0.7	-17.8
O=C(COC(=O)c1ccc(S(=O)(=O)N2CCCC2)cc1)NCc1ccc(Cl)cc1	4.2	1.1	-5.2	3.4	8.7	-1.3	-4.2	-3.2	-0.7	2.3
COc1ccc(CCC(=O)Nc2ccc(S(=O)(=O)N3CCOCC3)cc2)cc1	7.0	-2.2	-4.6	7.9	-5.3	-1.1	-9.5	3.0	-1.0	-5.9
CCOC(=O)N1CCN(C(=O)c2ccc3c(c2)N(C)C(=O)/C(=C\c2ccc(OCC)c(OC)c2)S3)CC1	-1.1	4.0	-23.8	-4.3	-19.4	-6.9	-68.6	2.0	-41.2	-3.1

4 compounds from above, sorted by the value under ASAP1 GAP inh, largest number first.
SMILES	ADAM10 inh	ADAM17 inh	TDP2 inh	Tn7 DDE FP	ASAP1 GAP inh	SIAE primary	PLCb3 inh	Tn6 DDE FP	PLCg1 inh	ARFGAP1 inhibitor
Cc1ccccc1NC(=O)Cc1nc(COC(=O)CCNS(=O)(=O)c2ccccc2)cs1	-6.2	2.2	4.4	0.4	13.4	-1.2	-5.2	1.3	-3.5	6.3
CCOC(=O)c1c(-c2cccc([N+](=O)[O-])c2)csc1NC(=O)CCCOc1ccccc1OC	3.6	-2.8	4.9	7.7	6.3	-10.5	-1.9	3.4	0.6	-5.7
CC(=O)Nc1cc(-c2cccc(N)c2)cn2c(-c3ccccc3)cnc12	-21.0	-2.7	5.2	1.1	-0.7	2.1	-32.0	-2.0	-22.1	2.7
COc1cc(OC)cc(C(=O)Nc2ccccc2NC(C)=O)c1	1.1	-5.6	4.6	3.8	-11.2	2.9	1.9	5.2	1.1	5.2

Continuation.
SMILES	ADAM10 inh	ADAM17 inh	TDP2 inh	Tn7 DDE FP	ASAP1 GAP inh	SIAE primary	PLCb3 inh	Tn6 DDE FP	PLCg1 inh	ARFGAP1 inhibitor
CCn1nc(C)cc1C(=O)NC1CCCc2c1cnn2-c1ccc(C)c(C)c1 (stereo not drawn)	-0.4	-0.3	3.7	-2.9	11.7	4.2	-8.8	-8.0	1.4	0.9
O=C(/C=C/c1ccccc1Cl)Nn1cnc2ccccc2c1=O	-9.8	2.5	-5.4	-3.2	21.9	-1.4	2.9	-2.5	3.6	16.0
CCCn1c(=O)c(C(=O)NNC(=O)c2cccc([N+](=O)[O-])c2)c(O)c2ccccc21	-0.4	-4.8	7.6	1.4	6.0	3.9	-9.1	-7.6	-1.1	3.6
CCNC(=O)COC(=O)CCNC(=O)c1cccc(C)c1	-5.8	-1.3	-1.4	-7.3	-10.0	-8.5	2.9	0.5	1.6	-18.2
Cc1cccc(C)c1NC(=S)N1CC(C)OC(C)C1 (stereo not drawn)	-6.8	1.8	-8.5	-3.8	-0.2	-1.4	-2.2	4.4	2.3	1.1
CC(C)=C1SC(N2CCN(Cc3ccccc3)CC2)=NC1=O	4.0	2.9	-11.1	2.3	-4.5	-3.0	0.9	-1.8	-1.8	16.7
COc1ccc2ccc(OC)c(/C=N/n3cnnc3)c2c1	-70.7	-33.1	15.4	-1.3	4.0	-1.4	-71.3	1.5	-51.0	8.9
Cc1c(O)ccc(/C(Cc2ccc3ccccc3n2)=N\N)c1O	-28.5	-12.3	0.9	-1.9	5.1	9.5	-94.9	2.5	-61.2	11.6
CC1(C)NC(=O)N(CCCCSc2ccc(Cl)cc2)C1=O	2.0	2.5	-18.2	-0.3	3.7	-1.9	0.2	7.4	2.7	-7.8
O=C(CCN1C(=O)[C@@H]2Cc3ccccc3CN2C1=O)NCCc1ccccc1	2.9	-0.9	-9.1	-8.1	12.3	4.3	-4.5	-1.7	4.2	2.1
CC(C)c1ccc(NC(=O)C2CSC3(C)CCC(=O)N23)cc1 (stereo not drawn)	1.1	0.5	-2.4	0.2	-1.1	-0.2	-1.4	4.7	-0.7	4.8
O=c1sc2ccccc2n1Cc1ccccc1	6.6	1.8	11.5	1.0	-3.4	-0.8	3.0	-0.3	0.0	1.0
O=C(O)C1CCCN1C(=O)Nc1ccc(F)cc1 (stereo not drawn)	5.9	-1.0	0.9	4.7	2.2	5.4	2.9	-4.1	1.1	10.0
CCCCCCCCCc1conc1C(=O)/C=C/c1ccco1	-14.1	-2.9	1.4	3.8	4.9	14.7	-7.4	5.0	-0.2	-2.7
S=C(Nc1ccccc1)Nc1ccccn1	-13.1	-1.5	6.5	0.8	14.4	4.0	3.7	3.9	1.4	-1.1
FC(F)(F)c1nnc2ccc(N3CCN(c4ccccc4)CC3)nn12	3.3	0.7	-0.5	-1.1	-7.8	6.0	1.9	2.9	8.1	-9.0
CCOc1cc(/C=C2/C(=N)N3C(=NC2=O)SN=C3S(=O)(=O)C(C)C)ccc1OC(=O)c1ccco1	-48.9	-19.9	1.1	5.2	6.3	-25.6	-30.5	-6.4	-20.6	-8.5
Brc1ccccc1Cn1nnc(-c2ccc(N3CCOCC3)cc2)n1	0.9	1.4	-1.6	-5.6	nt	5.0	-2.2	-9.6	-1.7	nt
O=C(Nc1nccs1)OCc1ccccc1	5.0	-3.8	2.7	9.5	-6.8	-5.0	-8.7	0.9	-0.3	7.2
